Screening results: PubChem BioAssay, several laboratories
PERK inh: blocks human PERK kinase; AID 1416; Q9NZJ5; inhibition, % at 5.6 µM; CHO PERK-DD fusion, SEAP luminescence translation reporter; actives 0.17% (n = 220,000);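 active = inhibition above the mean inhibition of all tested compounds plus 3 SD, set separately per screening campaign, cut at about 2.9% in these data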;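 note: PERK kinase domain activated by AP20187 dimerizer at 100 nM; 0% = DMSO with dimerizer and 100% = rapamycin at 8.4 µM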
zVAD death inh: L929 zVAD cell death inhibition. L929 zVAD necroptosis rescue, ATP luminescence, 24 h; with zVAD 60 µM. viability rescue, % at 10 µM. actives 0.38% (n = 220,000). AID 1377;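 active = activation, scaled between plate controls, above about 75%, limit read from the data; inactive = activation under that limit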;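 note: 0% = zVAD with DMSO and 100% = DMSO alone without zVAD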
Calpain2 inh: blocks pig calpain II enzyme activity; purified calpain II, fluorogenic peptide substrate, 30 min; inhibition, % at 16 µM; actives 0.37% (n = 220,000);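 active = inhibition above about 50%, limit read from the data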
MDM2 E3 inh: blocks human Mdm2 ubiquitin ligase activity; Q00987; cell-based MDM2 ubiquitination luciferase reporter, 2 h; 0 = plate control, 100 = twice control, blank-subtracted; signal enhancement, % at 5 µM; actives 0.11% (n = 210,000); AID 1230;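 active = signal enhancement of 30% or more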;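 note: luminescence tracks abundance of the self-degrading MDM2-luciferase fusion protein; higher signal means inhibition of MDM2 E3 ligase activity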
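Test system: mammalian cells stably expressing self-ubiquitinating, self-degrading MDM2 E3–luciferase fusion; Amount: 2000 cells in each well; Medium: DMEM; Schedule: 4 h settle plus 2 h compound, 37 °C; Technique: SteadyLite luciferase luminescence after 15 min room-temperature reagent incubation; Benchmarks: plate control and blank wells.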
EBV gp42 inh: blocks Epstein-Barr virus glycoprotein 42 binding. Q1HVG2. actives 0.42% (n = 220,000). Fluorescence polarization binding assay, mP read-out. inhibition, % (tested at 21.74 µM); in the data active = inhibition above about 50%
TNF death inh: blocks TNF-alpha induced death of Jurkat FADD-/- cells. Jurkat FADD-/- TNF necroptosis rescue, ATP luminescence, 24 h; 0 = TNF only, 100 = no-TNF cells. activation (protection from cell death), % at 10 µM. actives 0.068% (n = 220,000). AID 463075;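 active = activation, meaning protection from cell death, of at least 50% relative to plate controls; inactive = activation below 50%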;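 note: necroptosis triggered by 40 ng/mL TNF-alpha added together with compound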
Rad51 HR inh: blocks human Rad51 in homologous recombination. actives 0.085% (n = 200,000). Q06609. inhibition, % at 10 µM. AID 1385. hRad51 DNA strand exchange, fluorescence dequenching;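 active = inhibition above 40% at the single screening dose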;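 note: 0% = DMSO control wells and 100% = blanks with heterologous ssDNA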
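material = hRad51 filaments on single-stranded DNA | timing = filaments 15 min 37 °C, then compound 30 min | signal = FRET fluorescence dequenching, excitation 485 nm, emission 520 nm | benchmarks = control wells and blank wells on each plate | evaluation = percent inhibition relative to plate controls and blanks | compound = 10 µM final, single point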
KCC2 mod: modulates chloride dependent transport by human KCC2; Q9H2X9; KCC2 cells, thallium flux FluoZin-2 fluorescence; B-score of Tl+ flux slope (higher = more flux/activation; lower = inhibition) at 10 µM; actives 2.2% (n = 190,000); AID 1456;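 active = thallium flux slope and its plate-corrected score both differing from the plate sample mean at a set confidence after two filtering rounds, in either direction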;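 note: slope of fluorescence scaled to starting intensity during 10 to 20 s after thallium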
eIF4E-4G inh: blocks eIF4E binding to eIF4G | TR-FRET eIF4E-eIF4GI(517-606) binding, 2 h | inhibition, % at 21.7 µM | actives 0.37% (n = 220,000) | P63073+Q04637;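 active = inhibition above about 30%, limit read from the data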;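 note: 0% = full FRET control wells and 100% = background wells lacking eIF4GI fragment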
The depositor's hits bear a star; [ ] = remark or other dose.

For O=C(Nn1cnnc1)c1cc2c(s1)CCCC2 the results were PERK inh 0.7, zVAD death inh -0.6, Calpain2 inh -36, MDM2 E3 inh -1, EBV gp42 inh -6, TNF death inh -2.6, Rad51 HR inh -2, KCC2 mod 1 and eIF4E-4G inh 0[fluorescence artefact?].
Screening CN(C(=O)COC(=O)c1sc2ccccc2c1Cl)C1CCCCC1 returned PERK inh 1.2, zVAD death inh -0.2, Calpain2 inh 24, MDM2 E3 inh 2, EBV gp42 inh -1, TNF death inh 1.1, Rad51 HR inh 11, KCC2 mod -0.047 and eIF4E-4G inh -2.
Screening COc1ccccc1N1CCN(C(=O)c2ccccc2NC(=O)C2CCCCC2C(=O)O)CC1 (stereo unspecified) returned PERK inh 0.6, Calpain2 inh 4, MDM2 E3 inh 3, EBV gp42 inh -15, TNF death inh 0.9, Rad51 HR inh 2 and eIF4E-4G inh 8[fluorescence artefact?].
For O=C(O)COc1ccccc1/C=N/NC(=O)CNC(=O)c1ccc(F)cc1 the results were PERK inh 1.0, zVAD death inh 0.4, Calpain2 inh -5, MDM2 E3 inh 6, EBV gp42 inh -11, TNF death inh 1.2, Rad51 HR inh 12, KCC2 mod -0.12 and eIF4E-4G inh 5.
`CC(/C=C1\SC(=S)N(NS(=O)(=O)c2ccccc2)C1=O)=C\c1ccccc1` gave PERK inh 1.0, zVAD death inh 1.7, Calpain2 inh 33, MDM2 E3 inh -8, EBV gp42 inh 10, TNF death inh -0.5, Rad51 HR inh -11, KCC2 mod 4.2 and eIF4E-4G inh -4.
For Cc1cccc(NNC(=O)C(=O)NNc2cccc(C)c2)c1 the results were PERK inh -1.1, zVAD death inh -0.8, Calpain2 inh -11, MDM2 E3 inh 9, EBV gp42 inh -1, TNF death inh -0.2, Rad51 HR inh 19 and eIF4E-4G inh -3.
For COc1ccc(-c2[nH]ncc2CNC(C)c2cn(C)nc2C)c(F)c1 (stereo unspecified) the results were PERK inh -0.1, zVAD death inh 0.2, Calpain2 inh -17, MDM2 E3 inh -4, EBV gp42 inh -15, TNF death inh -0.2, Rad51 HR inh 3, KCC2 mod -1 and eIF4E-4G inh -1.
Cc1ccc(C)c(S(=O)(=O)NC(Cc2c[nH]c3ccccc23)C(=O)O)c1 (stereo unspecified) was read as PERK inh 0.9, zVAD death inh 1.2, Calpain2 inh -16, MDM2 E3 inh -5, EBV gp42 inh 0, TNF death inh -0.3, Rad51 HR inh 2, KCC2 mod 0.057 and eIF4E-4G inh 1.
CN1CCc2[nH]c3ccc(C(=O)NN)cc3c2C1 was read as PERK inh 0.9, zVAD death inh 0.0, Calpain2 inh -12, MDM2 E3 inh -4, EBV gp42 inh 3, TNF death inh 0.8, Rad51 HR inh 3, KCC2 mod -0.026 and eIF4E-4G inh 3.
CCOc1ccc(C(=O)C(CN2CCOCC2)c2ccccc2)cc1 (stereo unspecified) was read as PERK inh -0.8, Calpain2 inh 4, MDM2 E3 inh -2, EBV gp42 inh 0, TNF death inh -16, KCC2 mod 0.28 and eIF4E-4G inh 8.
Screening CCOC(=O)C1=C(c2ccccc2)NC(SC)=C(C#N)C1c1ccco1 (stereo unspecified) returned PERK inh -1.5, zVAD death inh 1.0, Calpain2 inh 35, MDM2 E3 inh -16, EBV gp42 inh 0, TNF death inh 2.2, Rad51 HR inh -3 and eIF4E-4G inh -4[fluorescence artefact?].
`COCCNC(=S)Nc1cccc2cnccc12` gave PERK inh 0.8, zVAD death inh 0.8, Calpain2 inh -3, MDM2 E3 inh -17, EBV gp42 inh -19, TNF death inh -1.0, Rad51 HR inh -15, KCC2 mod 0.11 and eIF4E-4G inh -1.
Brc1ccc2nc(N3CCCC3)sc2c1 was read as PERK inh 0.5, zVAD death inh 0.7, Calpain2 inh 29, MDM2 E3 inh -32, EBV gp42 inh -4, TNF death inh -0.8, Rad51 HR inh -9, KCC2 mod 0.025 and eIF4E-4G inh 7.
For O=C(CNC(=S)N(Cc1ccccc1)Cc1cccnc1)NC1CCCC1 the results were PERK inh -0.9, Calpain2 inh 26, MDM2 E3 inh -9, EBV gp42 inh -2, TNF death inh 1.4, Rad51 HR inh 23, KCC2 mod -0.14 and eIF4E-4G inh -1.
For CN1CCN(c2ccccc2NS(=O)(=O)c2ccc3c(c2)CCN3C(=O)C2CCC2)CC1 the results were PERK inh -0.9, zVAD death inh -0.1, TNF death inh -0.3, Rad51 HR inh -4 and KCC2 mod 2.2.
Screening COC(=O)CN(c1nc(C)cc(OC)n1)S(=O)(=O)c1ccccc1 returned PERK inh 1.1, zVAD death inh -0.2, Calpain2 inh 9, MDM2 E3 inh -18, EBV gp42 inh -1, TNF death inh -2.7, KCC2 mod -0.26 and eIF4E-4G inh 3.
For Cc1cccc(C)c1N1CCN(S(=O)(=O)N(C)C)CC1 the results were PERK inh 0.5, zVAD death inh 1.0, Calpain2 inh -1, MDM2 E3 inh -12, EBV gp42 inh 8, TNF death inh -1.4, Rad51 HR inh 10, KCC2 mod -0.25 and eIF4E-4G inh -3.
CCn1c(SCC(=O)Nc2ccccc2C(=O)OC)nnc1-c1ccc(N)cc1 was read as PERK inh -0.3, zVAD death inh -0.2, Calpain2 inh -13, MDM2 E3 inh 6, EBV gp42 inh -17, TNF death inh -1.0, Rad51 HR inh 0, KCC2 mod -0.64 and eIF4E-4G inh 0.
Screening COC(=O)C1=C(C)NC(=S)N(C(C)=O)C1c1ccccc1 (stereo unspecified) returned PERK inh -0.6, zVAD death inh 0.0, Calpain2 inh -12, MDM2 E3 inh 4, EBV gp42 inh -20, TNF death inh -2.7, Rad51 HR inh 8, KCC2 mod 0.76 and eIF4E-4G inh 7.
For CCn1c(CN2CCCCCC2=O)nnc1SCc1cnc(-c2ccccc2)s1 the results were PERK inh -1.4, zVAD death inh 0.2, Calpain2 inh 22, MDM2 E3 inh -13, EBV gp42 inh -29, TNF death inh -13, Rad51 HR inh -6, KCC2 mod -0.48 and eIF4E-4G inh -9.
Screening O=C(CSc1nnc(COc2ccc3c(c2)CCCC3)o1)Nc1ccc(F)cc1 returned PERK inh 0.8, zVAD death inh -0.2, Calpain2 inh -20, MDM2 E3 inh -17, EBV gp42 inh -11, TNF death inh -0.5, Rad51 HR inh 0, KCC2 mod 0.13 and eIF4E-4G inh -3.
Screening CCOC(=O)c1c2n(c3c(NCc4ccccc4)ncnc13)CCCC2 returned PERK inh -0.8, zVAD death inh -0.1, Calpain2 inh -2, MDM2 E3 inh -7, EBV gp42 inh 5, TNF death inh -5.4, Rad51 HR inh -7 and eIF4E-4G inh 0.
O=C1N/C(=N/O)S/C1=C/c1cccnc1 was read as PERK inh 0.6, zVAD death inh 0.4, Calpain2 inh 35, MDM2 E3 inh -14, EBV gp42 inh -8, TNF death inh 0.3, Rad51 HR inh 2, KCC2 mod -0.55 and eIF4E-4G inh 1.
Screening CCOC(=O)Cn1nc(C)c(NC(=O)COc2ccc(C)c(C)c2)c1C returned PERK inh 1.4, zVAD death inh -0.9, Calpain2 inh -10, EBV gp42 inh -20, TNF death inh -0.8, Rad51 HR inh 6, KCC2 mod -1.2 and eIF4E-4G inh -3.

In the list so far, these have a thiophene ring, fused or not.
For O=C(Nn1cnnc1)c1cc2c(s1)CCCC2 the results were PERK inh 0.7, zVAD death inh -0.6, Calpain2 inh -36, MDM2 E3 inh -1, EBV gp42 inh -6, TNF death inh -2.6, Rad51 HR inh -2, KCC2 mod 1 and eIF4E-4G inh 0[fluorescence artefact?].
Screening CN(C(=O)COC(=O)c1sc2ccccc2c1Cl)C1CCCCC1 returned PERK inh 1.2, zVAD death inh -0.2, Calpain2 inh 24, MDM2 E3 inh 2, EBV gp42 inh -1, TNF death inh 1.1, Rad51 HR inh 11, KCC2 mod -0.047 and eIF4E-4G inh -2.

(further entries)
Screening CC(/C=C/c1cccc([N+](=O)[O-])c1)=N/NC(=O)c1cccnc1 returned PERK inh 0.4, zVAD death inh 0.6, Calpain2 inh -2, MDM2 E3 inh -1, EBV gp42 inh -25, TNF death inh 2.4, Rad51 HR inh 0, KCC2 mod 0.61 and eIF4E-4G inh 6[fluorescence artefact?].
Screening CC1Oc2ccccc2N(CC(=O)NCc2ccccc2)C1=O (stereo unspecified) returned PERK inh -0.4, zVAD death inh 1.3, Calpain2 inh 27, MDM2 E3 inh -11, EBV gp42 inh -21, TNF death inh -0.1, Rad51 HR inh -5, KCC2 mod -0.63 and eIF4E-4G inh 6.
`O=C(CSc1nnc2scc(-c3ccccc3)n12)Nc1nsc(-c2ccccc2)n1` gave PERK inh -0.9, zVAD death inh -0.5, Calpain2 inh 3, MDM2 E3 inh -13, EBV gp42 inh 2, TNF death inh -4.5, Rad51 HR inh -4, KCC2 mod 0.1 and eIF4E-4G inh -7[fluorescence artefact?].
`Cn1c(=O)c2nc(Cl)n(Cc3ccc(Cl)cc3Cl)c2n(C)c1=O` gave PERK inh 1.2, zVAD death inh 0.0, TNF death inh -2.1 and KCC2 mod -0.79.
For Cc1cc(NC(=O)c2ccccc2)c(Cl)cc1N the results were PERK inh 0.8, zVAD death inh -0.2, Calpain2 inh -16, EBV gp42 inh -5, TNF death inh -8.0, Rad51 HR inh -4, KCC2 mod 0.78 and eIF4E-4G inh -2.
For COc1ccccc1-n1c(CNC(=O)c2ccco2)nnc1SCC(=O)Nc1cc(C)ccc1C the results were PERK inh -0.2, zVAD death inh 0.3, Calpain2 inh 7, MDM2 E3 inh -8, EBV gp42 inh -18, TNF death inh -2.2, KCC2 mod 0.011 and eIF4E-4G inh 3.
Screening Cc1ccc(N(Cc2ccc(C(=O)Nc3c(C)n(C)n(-c4ccccc4)c3=O)cc2)S(C)(=O)=O)cc1C returned PERK inh 0.5, zVAD death inh 0.2, Calpain2 inh -11, MDM2 E3 inh -9, EBV gp42 inh -11, TNF death inh -1.0, Rad51 HR inh 10, KCC2 mod 0.025 and eIF4E-4G inh 0.
`CC(C)[C@H](NC(=O)OCc1ccccc1)C(=O)OCC(=O)NC1CCCCC1` gave PERK inh -2.5, zVAD death inh 0.3, Calpain2 inh 5, MDM2 E3 inh -11, EBV gp42 inh -7, TNF death inh -0.2, Rad51 HR inh -5 and eIF4E-4G inh 1.
`Fc1ccc(/C=N/n2cnn(Cc3ccccc3Cl)c2=S)cc1` gave PERK inh 2.1, zVAD death inh -0.2, Calpain2 inh -2, MDM2 E3 inh -18, EBV gp42 inh -12, TNF death inh 0.1, Rad51 HR inh 13, KCC2 mod 1.5 and eIF4E-4G inh 1.

Some of these compounds in order of formula weight, lowest first:
Screening CC(/C=C/c1cccc([N+](=O)[O-])c1)=N/NC(=O)c1cccnc1 returned PERK inh 0.4, zVAD death inh 0.6, Calpain2 inh -2, MDM2 E3 inh -1, EBV gp42 inh -25, TNF death inh 2.4, Rad51 HR inh 0, KCC2 mod 0.61 and eIF4E-4G inh 6[fluorescence artefact?].
`CC(C)[C@H](NC(=O)OCc1ccccc1)C(=O)OCC(=O)NC1CCCCC1` gave PERK inh -2.5, zVAD death inh 0.3, Calpain2 inh 5, MDM2 E3 inh -11, EBV gp42 inh -7, TNF death inh -0.2, Rad51 HR inh -5 and eIF4E-4G inh 1.
For COc1ccccc1-n1c(CNC(=O)c2ccco2)nnc1SCC(=O)Nc1cc(C)ccc1C the results were PERK inh -0.2, zVAD death inh 0.3, Calpain2 inh 7, MDM2 E3 inh -8, EBV gp42 inh -18, TNF death inh -2.2, KCC2 mod 0.011 and eIF4E-4G inh 3.
